OX1R antagonist: antagonists of human orexin 1 receptor; CHO/OX1R cells, Fluo-8 calcium fluorescence, orexin A; inhibition, % at 5 µM; 0.43% of 330,000 active; AID 434989;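 active = inhibition above its plate's threshold, mean inhibition of all tested compounds on the plate plus 3 SD, cut at about 37% in these data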;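 note: 0% = orexin A challenge wells and 100% = SB-334867-A antagonist wells; not every result past the cut was called active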
Target sequence (O43613 whole entry, looked up): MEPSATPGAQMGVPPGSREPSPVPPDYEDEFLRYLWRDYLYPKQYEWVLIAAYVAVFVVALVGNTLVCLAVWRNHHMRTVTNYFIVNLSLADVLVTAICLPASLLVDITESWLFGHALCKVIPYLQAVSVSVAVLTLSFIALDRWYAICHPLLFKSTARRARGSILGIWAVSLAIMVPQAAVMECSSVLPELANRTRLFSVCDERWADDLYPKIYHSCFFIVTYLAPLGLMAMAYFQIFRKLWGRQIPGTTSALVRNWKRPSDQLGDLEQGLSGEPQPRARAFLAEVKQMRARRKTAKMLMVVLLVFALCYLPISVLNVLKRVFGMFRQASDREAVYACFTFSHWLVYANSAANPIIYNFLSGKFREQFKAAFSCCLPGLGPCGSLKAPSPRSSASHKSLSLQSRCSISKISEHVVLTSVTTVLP
CHT PAM: allosteric activators of human choline transporter CHT. Q9GZV3. CHT-expressing cells, membrane potential dye, choline EC20; hits give high values; LV-AA mutant CHT in HEK293 cells. B-score at 10 µM. 0.49% of 310,000 active. AID 488977;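 active = initial fluorescence not abnormally high and integrated response B-score, plate-corrected, over 3 SD above library mean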
Target sequence (Q9GZV3 whole entry, looked up): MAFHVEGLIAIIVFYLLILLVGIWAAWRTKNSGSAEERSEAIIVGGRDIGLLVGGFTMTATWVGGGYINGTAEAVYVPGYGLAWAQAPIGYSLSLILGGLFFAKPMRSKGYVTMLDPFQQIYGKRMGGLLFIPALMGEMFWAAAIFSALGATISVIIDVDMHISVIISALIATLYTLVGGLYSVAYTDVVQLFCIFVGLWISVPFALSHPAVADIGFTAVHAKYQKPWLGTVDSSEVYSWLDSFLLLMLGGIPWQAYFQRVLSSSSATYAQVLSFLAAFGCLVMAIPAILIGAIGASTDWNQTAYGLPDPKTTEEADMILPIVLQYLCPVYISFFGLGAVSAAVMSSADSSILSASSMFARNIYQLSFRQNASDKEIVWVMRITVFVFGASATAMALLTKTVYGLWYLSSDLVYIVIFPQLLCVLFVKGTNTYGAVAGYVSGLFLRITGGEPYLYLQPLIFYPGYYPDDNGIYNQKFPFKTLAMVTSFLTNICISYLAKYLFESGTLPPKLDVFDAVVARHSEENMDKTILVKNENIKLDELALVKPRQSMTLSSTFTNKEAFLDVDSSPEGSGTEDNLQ
Numbers without * were called inactive; i = inactive; nt = not tested or not shown.

The line under a structure holds: OX1R antagonist, CHT PAM
COc1ccc(C(=O)/C=C\c2ccc(NC(=O)c3cccs3)cc2)cc1
  -4, i
COc1cc(C(c2nnnn2C(C)(C)C)N2CCN(C)CC2)cc(OC)c1OC (stereo not given)
  -14, i
COc1ccc(C(=O)c2ncc(C(F)(F)F)cc2Cl)cc1
  -8, i
CC12CN3CC(C)(CN(C1)C3c1ccc(Cl)cc1Cl)C2O (stereo not given)
  -17, i
COC(=O)c1ccc(NC(=O)c2ccc(CN3CCOCC3)cc2)cc1
  -19, i
c1ccc(CN2CCN(c3nc(NCc4ccco4)c4ccccc4n3)CC2)cc1
  -2, 6.4*
Cc1ccc2nc3c(cc2c1)CN(Cc1ccco1)C(=NCC1CCCO1)S3 (stereo not given)
  -26, i
O=C(Cn1c(=O)oc2ccccc21)N1CCN(c2ccccc2)CC1
  2, i
O=C(CNC(=O)/C=C/c1ccco1)N=Nc1c(O)[nH]c2ccccc12
  5, i
COC(=O)CCc1sc(NC2CCCCC2)nc1-c1ccc(OC)cc1
  -32, i
Cc1nc2ccccn2c1-c1ccnn1S(=O)(=O)c1ccc(F)cc1
  -14, i
CC(Oc1ccc(C(C)(C)C)cc1)C(=O)NCC(c1ccco1)N1CCCC1 (stereo not given)
  -13, nt
Nn1c(SCc2ccc(C(=O)O)cc2)nnc1-c1ccc(Cl)cc1Cl
  nt, i
O=C(O)c1ccc2c(=O)n3c(nc2c1)/C(=C/c1cccc(Cl)c1Cl)CC3
  -8, i
O=C(c1ccc(N2CCCCS2(=O)=O)cc1)N1CCN(c2ccccc2F)CC1
  0, i
Cc1ccc(C)c2[nH]c(=O)c(CN(CCCN(C)C)C(=O)NCc3ccccc3)cc12
  -37, i
COc1ccc(/C=N/NC(=O)COc2cccc3cccnc23)cc1OC
  -25, i
COc1cc(Cl)ccc1OCc1cc(C(=O)N2C[C@@H]3CCC[C@H]2C3)no1
  -10, i
O=C(NC1CCS(=O)(=O)C1)c1ccc(N2CCCCC2)c([N+](=O)[O-])c1 (stereo not given)
  -1, i
CCCCN1C(=O)/C(=C(/C#N)C(=O)N2CCCC2)c2ccccc21
  -13, i
Cc1ccc(NC(=S)N2CCCC(c3nc4ccccc4[nH]3)C2)cc1 (stereo not given)
  -25, i
CCn1cc(S(=O)(=O)NCc2ccccc2Br)cn1
  -10, i
CC(C(=O)N1CCOCC1)n1cc([N+](=O)[O-])cn1 (stereo not given)
  -8, i
COC(=O)C(C)(N)Cc1ccc(O)cc1 (stereo not given)
  -11, i
CC(=O)C1=C(O)C(=O)N(c2ccc(O)cc2)C1c1cccc(F)c1 (stereo not given)
  -8, i
Cc1cc(C)nc(/N=C2\NC(=O)CC(C(=O)O)N2c2ccc(Cl)cc2Cl)n1 (stereo not given)
  1, i
COc1ccccc1CC(=O)NCC(c1ccco1)N1CCCCC1 (stereo not given)
  -29, i
CCn1c2ccccc2c2nnc(SCC(=O)Nc3cc(C)on3)nc21
  -25, i
O=C(CSc1ccc2nnc(CCNS(=O)(=O)c3ccccc3)n2n1)Nc1nc2ccccc2s1
  -11, i
CC(C)CNC(=O)c1cccc(NC(=O)C2CCCO2)c1 (stereo not given)
  -7, i

Further records.
The line under a structure holds: OX1R antagonist, CHT PAM
COc1ccc(CN(C(=O)c2ccc(C)cc2)c2cccc(N)c2)cc1
  -11, i
CC(=O)Nc1ccc(S(=O)(=O)N2CC3(C)CC2CC(C)(C)C3)cc1 (stereo not given)
  -17, i
CC(C)c1ncc(C(O)c2ccccc2)n1C (stereo not given)
  -11, i
O=C(NC1CCCCC1)C1CCN(C(=O)NCc2ccccc2)CC1
  -17, i
CCOC(=O)C(=O)c1cn(C2OCC(OC(C)=O)C(OC(C)=O)C2OC(C)=O)c2ccccc12 (stereo not given)
  -16, i
CC(C)n1nccc1NS(=O)(=O)c1ccccc1
  -7, nt
O=C(N/C(=C/c1ccc(Cl)cc1)c1nc2ccccc2[nH]1)c1ccco1
  -21, i
CC1CN(Cc2nc3c(c(=O)[nH]c(=O)n3C)n2CCN2CCOCC2)CC(C)O1 (stereo not given)
  -7, i
CC(=O)Cn1ncc(N2CCOCC2)c(Br)c1=O
  -3, i
CC(=O)Nc1ccc(NC(=O)c2ccco2)cc1
  -15, i
O=C1OC(N2CCN(Cc3ccccc3)CC2)c2ccccc21 (stereo not given)
  -18, i
CCn1nc(C)c(CN2CCCC(CO)(Cc3ccccc3)C2)c1C (stereo not given)
  -23, i
CCN1CCCC1CNC(=O)c1ccc2c(c1)NC(=O)/C(=C\c1ccc(C)cc1)S2 (stereo not given)
  7, i
O=C1N=c2ccccc2=C1c1[nH]c(=S)[nH]c1O
  -11, i
C1CSC2(N1)C1CC3CC(C1)CC2C3 (stereo not given)
  -8, i
COc1ccc(NCc2nnc(SCc3ccc(Cl)cc3)n2-c2ccccc2)cc1
  -20, i
Cc1cc(C)cc(NC(=O)CSc2nnc(-c3ccccc3Br)o2)c1
  -30, i
O=C(CCn1nnc2ccccc2c1=O)NCC1CCC(C(=O)O)CC1 (stereo not given)
  3, i
CC(=O)Nc1ccc(NC(=O)c2cccc3c2-c2ccccc2C3=O)cc1
  -18, i
O=C(CN1CCOc2ccccc21)NCc1ccc(Cl)cc1
  -14, i
Cc1ccc(NC(=O)C2CCCN(c3ncnc4c3nc3n4CCCCC3)C2)nc1 (stereo not given)
  -30, i
C[C@H](CO)N1C[C@H](C)[C@@H](CN(C)C)Oc2c(NS(=O)(=O)c3cn(C)cn3)cccc2C1=O
  6, nt
CCCN1CCN(C(=O)CCn2c(=O)c3cccn3c3cccnc32)CC1
  -8, i
CC1=NN(C(=O)c2cc(C)nn2C)C(O)(C(F)(F)F)C1 (stereo not given)
  0, i
CCCCc1nnc(NC(=O)CSc2nc(C)cc(=O)[nH]2)s1
  -16, i
Cc1ccccc1-n1c(CSC(=N)N)nc2ccccc2c1=O
  -8, i
CCNC(=O)CC1C(=O)N(c2ccccc2)C(=O)N1CCc1ccc(OC)c(OC)c1 (stereo not given)
  -12, i
CC(Sc1nncn1C)C(=O)NCCC1=CCCCC1 (stereo not given)
  -6, nt
CCn1c(=O)c2c(nc3n2CCCN3CCc2ccc(OC)c(OC)c2)n(C)c1=O
  nt, i
Cc1cccc(-n2c(=O)c3c(n4cnnc24)-c2ccccc2CC32CCCCC2)c1
  -32, i

Rewritten tab-delimited: 4 of the compounds above.
SMILES	OX1R antagonist	CHT PAM
Cc1ccccc1-n1c(CSC(=N)N)nc2ccccc2c1=O	-8	i
CCNC(=O)CC1C(=O)N(c2ccccc2)C(=O)N1CCc1ccc(OC)c(OC)c1 (stereo not given)	-12	i
CC(Sc1nncn1C)C(=O)NCCC1=CCCCC1 (stereo not given)	-6	nt
CCn1c(=O)c2c(nc3n2CCCN3CCc2ccc(OC)c(OC)c2)n(C)c1=O	nt	i

Single records, as listed above. Values in the order: OX1R antagonist | CHT PAM
O=C(CCn1nnc2ccccc2c1=O)NCC1CCC(C(=O)O)CC1 (stereo not given) is listed as 3 | i
Cc1nc2ccccn2c1-c1ccnn1S(=O)(=O)c1ccc(F)cc1 is listed as -14 | i

The list continues:
The line under a structure holds: OX1R antagonist, CHT PAM
CCN(CC)C(=O)CSc1nc2ccc(NC(=O)CSc3nnc(N)s3)cc2s1
  -23, i
CCOC(=O)N1CCC(NC(=O)C2CCN(S(=O)(=O)c3ccc4c(c3)oc(=O)n4C)CC2)CC1
  -15, i
COc1ccc(-c2cc(C(F)(F)F)c(C#N)c(SCC(=O)O)n2)cc1OC
  0, i
CC(C)c1onc(C(=O)N2CCN(C(c3ccccc3)c3ccccc3)CC2)c1[N+](=O)[O-]
  -25, i
Cc1ccc(S(=O)(=O)N(C)C)cc1NC(=O)C(C)NC(C)c1cccs1 (stereo not given)
  0, i
COc1ccc(-c2c(C)c3ccc(O)cc3oc2=O)cc1
  -14, i
Cc1nnc2sc(SCc3ccc(Br)cc3)nn2c1=O
  -3, i
Cc1ccc(S(=O)(=O)N(C)C)cc1-n1c(SCC(=O)Nc2ccc(F)cc2Cl)nc2ccccc2c1=O
  -31, i
Cc1nc2ccccc2n1CC(=O)OCC(=O)NCc1ccccc1
  -8, i
O=C(N/N=C/C=C/c1cccc([N+](=O)[O-])c1)C(O)c1ccccc1 (stereo not given)
  -10, i
Cc1cc2c(cc1C)[n+](C)cn2CC(O)COCc1ccccc1 (stereo not given)
  -4, i
Cc1ccc(-c2nnn(CC(=O)N(Cc3ccco3)C(C(=O)NC(C)(C)C)c3ccncc3)n2)o1 (stereo not given)
  -34, i
Cc1nnc(SC(C)C(=O)Nc2ncc(Cl)cc2Cl)n1Cc1ccccc1 (stereo not given)
  -22, i
O=C(CCCn1c(=O)[nH]c2cc(Cl)ccc2c1=O)NCCCN1CCCC1=O
  -18, i
COC(=O)C(NC(C)=O)(Nc1sc2c(c1C(N)=O)CCCC2)C(F)(F)F (stereo not given)
  -8, i
CC(=O)Nc1ccc(S(=O)(=O)N2CCN(CCC#N)CC2)cc1
  6, i
CCc1ccc(CN2CCC(n3nccc3NC(=O)c3ccccc3)CC2)o1
  -7, i
COC(=O)CSc1nc(NC(C)C)nc(N(C)C)n1
  5, i
CCCc1[nH]nc2c1C(/C(C)=C/c1ccccc1)C(C#N)=C(N)O2 (stereo not given)
  -11, i
O=C(NC1CCCC1)C(c1ccc(Cl)cc1)N(C(=O)c1csnn1)C1CC1 (stereo not given)
  -22, i
Cc1ccc(C)c(S(=O)(=O)N2CCN(C(=O)c3sccc3C)CC2)c1
  -17, i
Cc1ccc(-c2nc(Nc3ccc(O)cc3)c3ccccc3n2)cc1
  -17, i
CC(=O)Nc1ccc(OCC(=O)Nc2ccc(Cl)c(S(=O)(=O)N3CCOCC3)c2)cc1
  54*, nt
COc1ccc(S(=O)(=O)N(C)Cc2ccc3c(c2)OCCO3)cc1
  6, nt
Cc1c(NC(=O)C(C)Oc2ccccc2F)c(=O)n(-c2ccccc2)n1C (stereo not given)
  -12, i
COC(=O)C(Cc1cccc(C)n1)(c1ccccc1)c1ccccc1
  nt, i
CCCCN(C(=O)c1cccs1)c1c(N)n(Cc2ccccc2)c(=O)[nH]c1=O
  -16, nt
C=CCn1c2ccccc2c2nnc(SCC(N)=O)nc21
  -19, i
CCN1CCc2c(C#N)c(N3CCOCC3)nc(NCCO)c2C1
  -1, i
COc1ccc(NC(=O)CN(C)C(=O)c2cc(S(=O)(=O)N3CCCCCC3)ccc2OC)cc1
  -24, i

Further compounds follow:
The line under a structure holds: OX1R antagonist, CHT PAM
CN1CCN(/N=C/c2ccc(-c3ccccc3)cc2)CC1
  9, i
O=C(NC(Nc1ncccn1)C(=O)c1ccccc1)c1ccccc1 (stereo not given)
  -11, i
COc1ccc(/C(N)=N/OC(=O)c2cccs2)cc1
  -5, i
COc1ccc(C2CC(c3ccc(Br)cc3)=NN2C(=O)c2cccnc2)cc1 (stereo not given)
  -39, i
C=CCC(NCc1ccco1)c1ccc(OC)c(OC)c1 (stereo not given)
  -22, i
C=CCSC1=N/C(=C\C=C\c2ccco2)C(=O)S1
  -3, i
CC(=O)C1=C(O)C(=O)N(Cc2ccccc2)C1c1cccs1 (stereo not given)
  -11, i
S=C(NCCN1CCOCC1)Nc1cccc(Cl)c1
  -13, i
O=C(Cn1cc([N+](=O)[O-])cn1)NCCc1c[nH]c2ccccc12
  -14, i
COc1ccc(OCCCC(=O)Nc2ncn[nH]2)cc1
  8, i
Cc1cc(C)c2nc(SCC(=O)N3CC(=O)Nc4ccccc43)c(C#N)cc2c1
  17, i
O=C1COc2ccc(C(=O)CSc3nc4ccccc4c(=O)n3-c3ccc(Cl)c(Cl)c3)cc2N1
  -21, i
CCOC(=O)c1cc2c(ccn2C)n1CC(=O)N(C)C
  -10, i
COc1c(C(C)C)cc(NC(C)=O)cc1C(C)C
  1, i
O=C(COc1ccc(-n2cnnn2)cc1)Nc1cccc(Cl)c1Cl
  6, i
CCCn1nnnc1-c1cc(Cl)cc(Cl)c1
  2, i
Cn1cc(C(=O)Nc2ccc3c(c2)CCC3)cn1
  -8, i
CC(OC(=O)c1nc(Cl)ccc1Cl)C(=O)Nc1ccccc1F (stereo not given)
  -20, i
CCOc1ccc2nc(SCC(=O)NCc3ccco3)sc2c1
  -24, i
CCOC(=O)c1[nH]c(C)c(C(=O)OCC(=O)NC(C)c2ccc(F)cc2)c1C (stereo not given)
  -7, nt
COc1ccc(-c2nn(-c3ccccc3)cc2CNC(=O)c2cccc([N+](=O)[O-])c2)cc1
  -11, i
O=C1CC(N(Cc2ccc3c(c2)OCO3)C(=O)Nc2ccc(F)cc2)C(=O)N1c1ccccc1 (stereo not given)
  -30, i
O=C(COc1ccc([N+](=O)[O-])cc1Cl)N1CCc2ccccc21
  -7, nt
CC(C)(C)OC(=O)N[C@@H](Cc1ccccc1)c1nnc(SCC(=O)O)o1
  -15, i
CCn1c(SCC(=O)Nc2cc(C)on2)nnc1-c1cccnc1
  -4, i
COc1cc(OC)c(NC2c3ccccc3C(=O)N2c2cc(C)ccn2)cc1Cl (stereo not given)
  -35, i
Cc1ccccc1NC(=O)Cc1nc(COC(=O)c2cccc(C)c2O)cs1
  -28, i
Cc1cc(NC(=O)CN2C(=O)NC(C)(CC(C)C)C2=O)no1 (stereo not given)
  7, nt

Some values from above.
Under OX1R antagonist, COc1ccc(-c2nn(-c3ccccc3)cc2CNC(=O)c2cccc([N+](=O)[O-])c2)cc1 shows -11
Under OX1R antagonist, O=C(Cn1c(=O)oc2ccccc21)N1CCN(c2ccccc2)CC1 shows 2
Under OX1R antagonist, O=C(NC1CCCC1)C(c1ccc(Cl)cc1)N(C(=O)c1csnn1)C1CC1 (stereo not given) shows -22
Under OX1R antagonist, C[C@H](CO)N1C[C@H](C)[C@@H](CN(C)C)Oc2c(NS(=O)(=O)c3cn(C)cn3)cccc2C1=O shows 6
Under OX1R antagonist, S=C(NCCN1CCOCC1)Nc1cccc(Cl)c1 shows -13
Under OX1R antagonist, Cc1ccc2nc3c(cc2c1)CN(Cc1ccco1)C(=NCC1CCCO1)S3 (stereo not given) shows -26
Under OX1R antagonist, CN1CCN(/N=C/c2ccc(-c3ccccc3)cc2)CC1 shows 9

Source: PubChem
